APP 5UTR inh: inhibitors of APP translation via 5'UTR reporter, primary screen, APP 5'UTR luciferase, SH-SY5Y cells; SH-SY5Y APP 5'UTR-luciferase reporter, luminescence; inhibition, % at 2 µM; 190,000 tested, 0.82% active;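 active = inhibition above a set limit, derived from the sample mean plus 3 SD, cut at about 45% in these data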; note: values of inactives mirror those of a sister screen read the other way
FLuc act counter: FLuc activators, initial screening, artefact control for FLuc-dependent activation tests, biochemical, ATPlite luminescence; Luciferin 4-monooxygenase (Photinus pyralis), P08659; ATPlite luciferase biochemical, 10 min; 0 = ATP-free wells, 1 = DMSO control; activation factor at 10 µM; 200,000 tested, under 10 active; AID 1027, 2008;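 active = luciferase activation factor, scaled between plate controls, of at least 2 with compound at 10 µM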
Target sequence (P08659 whole entry, looked up): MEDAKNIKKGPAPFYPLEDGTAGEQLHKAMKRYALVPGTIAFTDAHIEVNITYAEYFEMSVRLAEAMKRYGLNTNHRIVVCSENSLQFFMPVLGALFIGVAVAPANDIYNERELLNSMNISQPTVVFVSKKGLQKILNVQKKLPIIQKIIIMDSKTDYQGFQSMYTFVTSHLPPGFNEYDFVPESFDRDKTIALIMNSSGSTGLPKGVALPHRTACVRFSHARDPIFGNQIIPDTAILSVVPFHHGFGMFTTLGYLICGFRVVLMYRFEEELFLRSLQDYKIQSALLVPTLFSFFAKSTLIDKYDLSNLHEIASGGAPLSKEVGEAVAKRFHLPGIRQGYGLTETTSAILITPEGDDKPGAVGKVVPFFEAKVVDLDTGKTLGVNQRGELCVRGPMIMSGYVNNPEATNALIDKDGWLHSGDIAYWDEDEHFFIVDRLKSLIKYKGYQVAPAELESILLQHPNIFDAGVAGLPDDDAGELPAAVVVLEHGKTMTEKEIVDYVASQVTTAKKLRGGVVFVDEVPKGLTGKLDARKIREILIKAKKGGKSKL
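Material: Luciferase/luciferin reagent mix; Doses: test compounds dosed from 2 mM stocks in 100% DMSO; Schedule: 10 min incubation after luciferase reagent addition, room temperature; Measured by: luminescence from luciferase reaction; Read-out: luminescence gain marking luciferase activators.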
APP 5'UTR act: activators of APP 5'UTR luciferase reporter, primary screen, SH-SY5Y cells. 190,000 tested, 1% active. SH-SY5Y APP 5'UTR luciferase reporter, luminescence; zero percent = DMSO vehicle wells. activation, % at 2 µM. AID 1276, 2008;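 active = activation above a set limit, based on mean plus 3 SD of controls, cut at about 140% in these data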; note: values of inactives mirror those of a sister screen read the other way
G6PDH CS: L. mesenteroides G6PDH inhibitors, counter-screen for G6PDH-coupled screening assays, biochemical, Leuconostoc mesenteroides enzyme | 200,000 tested, 0.12% active | glucose-6-phosphate dehydrogenase [Leuconostoc mesenteroides] | inhibition, % at 5 µM | Purified L. mesenteroides G6PDH, diaphorase/resazurin coupled fluorescence, 45 min; in the data active = inhibition above about 50%
Redox H2O2 prof: compounds producing H2O2 with reducing agent – biochemical, NIH compound library profiling, artefact control for MLSCN library redox annotation, primary screen | DTT-dependent redox cycling H2O2, phenol red/HRP absorbance; 100% = 100 µM peroxide control, 0% = buffer | activation, % at 10 µM | 200,000 tested, 0.03% active | AID 878, 2007;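 active = activation of at least 50% relative to the plate's high and low controls in the primary single-dose screen; inactive = activation below 50%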;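 note: compound incubated with DTT at 0.8 mM final as the reducing agent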
NF-kB neuron act: activators of NF-kB expression in neurons, primary screen, cell-based, HTS; human neuronal cells, NF-kB reporter expression; hits give high values; fold change at 12.5 µM; 190,000 tested, 1.6% active; AID 1239, 2008; in the data active = fold change above about 3.3
HMGR II inh: inhibitors of E. faecalis class II HMGR, primary screen, biochemical, Enterococcus faecalis. 190,000 tested, 0.41% active. inhibition, % at 10 µM. HMG-CoA reductase (Enterococcus faecalis, mvaE). purified E. faecalis HMGR, NADPH absorbance 340 nm kinetic;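 active = inhibition above a set limit, the median over all tested compounds plus 3 SD, cut at about 9.5% in these data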;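 note: enzyme runs in reverse so mevalonate oxidation gives rising NADPH absorbance; 0% = complete reaction with DMSO and 100% = background rate lacking mevalonate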
Hsp70 activator: Hsp70 transcriptional activators, primary screen, cell-based, HeLa, Hsp70 promoter luciferase, luminescence, 10 µM | HeLa Hsp70 promoter luciferase reporter; scaled: vehicle 0, proteasome-inhibitor control 100% | activation, % at 10 µM | 200,000 tested, 0.04% active | AID 1203, 2008;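 active = activation above the mean across all tested compounds plus 3 SD, cutoff set per campaign, cut at about 5.5% in these data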;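 note: 100% = MG132 at 30 µM as the positive control and 0% = DMSO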
FLuc inh counter: firefly luciferase enzyme inhibitors, primary screen, artefact control for luciferase-based inhibitor screens, biochemical, luminescence, ATPLite; 200,000 tested, 1.5% active; inhibition, % at 10 µM; 10 min;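 active = inhibition above about 50% when tested at 10 µM, limit read from the data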
STAT1 act: STAT1 signaling activators, primary screen, cell-based, HTS, luciferase reporter. NIH 3T3 STAT1-luciferase reporter, IFN-gamma, luminescence; 100% = IFN-gamma alone, no compound. activation (% of control), % at 5.5 µM. 200,000 tested, 2.6% active;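 active = activation above the screen-wide mean activation plus 3 SD, cut at about 130% in these data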;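 note: raw ratio to IFN-gamma control signal so 100% means no change and 0% no light; values of inactives mirror those of a sister screen read the other way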
* marks the source's active call; other numbers are inactive results.

SMILES | APP 5UTR inh | FLuc act counter | APP 5'UTR act | G6PDH CS | Redox H2O2 prof | NF-kB neuron act | HMGR II inh | Hsp70 activator | FLuc inh counter | STAT1 act
CC(C)C(=O)Nc1ccc2oc(-c3cc(F)c(F)cc3Cl)nc2c1 | 2.3 | 1 | -2.2 | 10.2 | 0.6 | 2 | 1.0 | -0.4 | -1.9 | 116.8
CCOC(=O)C(=O)Nc1sc(C(=O)N(CC)CC)c(C)c1C#N | 1.0 | 1 | -1.0 | 5.7 | -0.7 | 1.17 | 3.3 | -0.2 | -2.8 | 97.9
O=C(Nc1ccc(Cl)cc1F)C1CC1 | 6.5 | 1 | -6.5 | 0.1 | 0.1 | 0.89 | 3.0 | -0.1 | -3.4 | 93.8
Clc1cccc(CSc2ncn(-c3ccccc3)n2)c1 | -61.0 | 1.1 | 61.0 | 2.9 | 0.5 | 1.64 | -8.7 | 0.2 | -7.5 | 118.9
Cc1c(NC(=O)C(C)Sc2n[nH]c(N)n2)c(=O)n(-c2ccccc2)n1C (stereo unspecified) | -12.3 | 1.1 | 12.3 | 14.9 | 0.4 | 1.07 | -1.0 | -0.3 | -6.4 | 94.9
CCSc1nnc(NC(=O)COc2ccccc2[N+](=O)[O-])s1 | -62.5 | 1 | 62.5 | 3.8 | -0.1 | 1.9 | -6.2 | -0.1 | 2.8 | 124.8
O=C(NCc1ccccn1)NC1CCCCC1 | 2.6 | 1 | -2.6 | 3.0 | -0.6 | 1.23 | -2.1 | 0.7 | -3.4 | 101.7
CC(=O)N(C)c1ccc(OCC(O)CN(Cc2ccco2)S(=O)(=O)c2ccc(C)cc2)cc1 (stereo unspecified) | 13.6 | 1 | -13.6 | 1.6 | -0.4 | 0.75 | -0.2 | -0.2 | 1.6 | 88.0
Cc1cccc(C)c1NC(=O)COn1nnc2ccc(C(F)(F)F)cc21 | 3.1 | 1.1 | -3.1 | -0.6 | -0.1 | 1.13 | -0.5 | -0.2 | -6.6 | 116.9
O=C(c1noc2c1CCCC2)N1CCN(Cc2ccccc2)CC1 | -4.4 | 1.1 | 4.4 | 3.1 | -1.8 | 1.07 | -0.9 | -0.3 | -10.6 | 100.8
COc1ccc(OC)c(-n2c(CN3CCC(C(N)=O)CC3)nc3ccccc3c2=O)c1 | -3.9 | 1 | 3.9 | 3.9 | -0.8 | 1.23 | -7.1 | -0.4 | -1.3 | 91.2
CCOC(=O)C1=C(C)N=C2SC(C)C(=O)N2C1c1cccc(F)c1 (stereo unspecified) | 1.4 | 1.1 | -1.4 | 0.3 | 0.0 | 0.98 | -0.5 | -0.2 | -7.0 | 106.7
CCN(C(=O)COC(=O)c1[nH]c(=O)[nH]c(=O)c1N)c1ccccc1 | -46.8 | 1.1 | 46.8 | 4.3 | -1.8 | 0.94 | 0.7 | 0.6 | -11.8 | 103.1
COc1ccccc1CNC(=O)COC(=O)[C@H](Cc1c[nH]c2ccccc12)NC(=O)c1cccs1 | -9.8 | 1 | 9.8 | -0.2 | 0.4 | 0.79 | -6.9 | -0.3 | 1.8 | 95.7
O=C(N/N=C/c1cc(Br)ccc1O)C(=O)Nc1ccccc1OC(F)(F)C(F)F | 31.3 | 1 | -31.3 | -3.6 | 1.2 | 0.96 | 3.2 | 0.1 | -3.7 | 105.1
CC1CN(C(=O)c2ccc(COCC(F)(F)F)o2)CC(C)O1 (stereo unspecified) | 21.0 | 1.1 | -21.0 | 19.6 | -0.1 | 1.15 | -3.4 | 0.3 | -7.0 | 102.6
COc1ccccc1Nc1nc(Cl)nc(Nc2ccccc2OC)n1 | -11.7 | 1 | 11.7 | 4.8 | 0.1 | 1.1 | 2.2 | 0.3 | -3.1 | 101.1
O=C(c1ccccc1)N1CCN(C2CCCCC2)CC1 | -9.0 | 1 | 9.0 | 2.5 | 0.1 | 1.67 | 1.0 | 0.2 | -3.1 | 108.1
N#Cc1sc2nc3c(cc2c1N)CCCC3 | 0.1 | 1 | -0.1 | -4.2 | 0.4 | 1.09 | -6.3 | -0.4 | 3.2 | 111.3
CC1=C(C#N)C(NC(=O)c2cccc(Cl)c2)(C(F)(F)F)C(=O)N1 (stereo unspecified) | -4.2 | 1 | 4.2 | 6.9 | -0.4 | 1.25 | -6.7 | -0.5 | 0.4 | 90.9
O=C(C[n+]1cccc(CNC(=O)c2ccc(OC(F)F)cc2)c1)Nc1ccc(SC(F)F)cc1 | 5.5 | 1 | -5.5 | 3.4 | -0.3 | 1.16 | -6.2 | 0.0 | -4.9 | 102.4
COC(=O)c1sc2ccccc2c1NC(=O)c1ccc(S(=O)(=O)N2CCCC(C)C2)cc1 (stereo unspecified) | -7.8 | 1.1 | 7.8 | -20.9 | 0.4 | 0.95 | -1.8 | 0.0 | -7.5 | 100.9
COc1cc(-c2nc(S(=O)(=O)c3ccc(C)cc3)c(N(C)C)o2)cc(OC)c1OC | -5.9 | 1 | 5.9 | -3.5 | 2.2 | 1.07 | -1.1 | -0.4 | 3.9 | 109.4
Cn1ccnc1C(=O)C1CCCN(Cc2cn[nH]c2-c2ccc(-c3ccccc3)cc2)C1 (stereo unspecified) | -29.6 | 1.1 | 29.6 | 4.9 | -1.9 | 1.1 | -1.6 | 0.4 | -6.0 | 104.0
CN1C(=O)CSc2ccc(NC(=O)NCc3ccc(F)cc3)cc21 | -5.9 | 1 | 5.9 | 4.6 | -0.1 | 1.21 | -0.3 | -0.1 | -0.8 | 97.7

Going on with the list.
SMILES | APP 5UTR inh | FLuc act counter | APP 5'UTR act | G6PDH CS | Redox H2O2 prof | NF-kB neuron act | HMGR II inh | Hsp70 activator | FLuc inh counter | STAT1 act
O=C(CSc1cccc[n+]1[O-])c1ccc(-c2ccccc2)cc1 | -43.8 | 1 | 43.8 | 1.3 | -0.1 | 2.45 | -4.5 | 0.3 | -0.2 | 118.7
CCOC(=O)c1c(C)[nH]c(C(=O)OCC(=O)N2CC(C)OC(C)C2)c1C (stereo unspecified) | 7.3 | 1 | -7.3 | 3.6 | 0.1 | 1.08 | -6.7 | -0.1 | -3.1 | 96.4
COc1cccc(NC(=S)NNC(=O)Cn2nc([N+](=O)[O-])cc2C)c1 | -7.0 | 1.1 | 7.0 | 1.4 | -1.1 | 0.86 | 0.5 | -0.2 | -5.5 | 101.2
COc1cccc(NC(=O)NC2CCCCC2C)c1 (stereo unspecified) | 14.3 | 1 | -14.3 | 2.6 | 0.8 | 1.31 | -0.6 | -0.2 | 1.6 | 97.4
COc1ccc(NC(=O)N/C=C/c2ccco2)cc1 | -10.0 | 1 | 10.0 | 14.5 | -1.0 | 1.04 | -4.0 | -0.2 | 2.7 | 104.2
O=C(CSc1nnc(CNc2ccc(F)cc2)n1Cc1ccco1)NC1CC1 | 0.4 | 1 | -0.4 | -0.5 | -4.0 | 0.97 | 1.4 | 0.2 | -4.8 | 95.8
COc1ccc2cc[nH]c2c1 | -4.5 | 1.1 | 4.5 | 4.6 | -0.1 | 1.41 | -4.9 | -0.3 | -9.3 | 94.2
CCOC(=O)C1=C(C)N=C2SC(C)C(=O)N2C1c1ccccc1 (stereo unspecified) | -21.8 | 1.1 | 21.8 | 10.0 | -0.2 | 1.24 | -7.2 | -0.3 | -5.9 | 92.7
COC(=O)c1ccccc1NC(=O)C1CCCN(c2nnc(-n3cccc3)s2)C1 (stereo unspecified) | 8.1 | 1 | -8.1 | -57.5 | -1.1 | 0.7 | -4.5 | -0.3 | -3.5 | 101.3
COc1ccc(CNC(=O)CN(c2ccc(OC)cc2)S(=O)(=O)c2c(C)nn(C)c2C)cc1 | -7.2 | 1 | 7.2 | 17.4 | 0.1 | 0.92 | 4.2 | -0.5 | 0.6 | 95.8
Fc1ccc(Oc2nnnn2-c2ccccc2)cc1 | -8.6 | 1 | 8.6 | 12.0 | 0.7 | 1.3 | -0.1 | -0.3 | 3.5 | 95.8
O=C(CSc1nnc(-c2ccccn2)n1Cc1ccco1)c1ccc(-c2ccccc2)cc1 | -6.8 | 1.1 | 6.8 | 13.7 | -0.6 | 0.81 | -1.3 | -0.3 | -10.8 | 97.7
CC1CCCCC1NC(=O)COC(=O)c1ccc2ccccc2n1 (stereo unspecified) | -8.4 | 1 | 8.4 | 2.8 | 0.1 | 1.05 | -3.5 | -0.3 | 2.3 | 107.7
O=C(O)CC(NC(=O)c1sc2ccccc2c1Cl)c1ccc(OC2CCCC2)cc1 (stereo unspecified) | 13.6 | 1 | -13.6 | 9.3 | -0.3 | 1.12 | 2.7 | -0.4 | -3.1 | 105.9
COc1ccccc1NC(=O)C1C2C=CC(O2)C1C(=O)O (stereo unspecified) | -7.2 | 1 | 7.2 | 10.8 | 2.4 | 0.97 | -1.7 | -0.6 | -0.9 | 106.5
CN1CCN(C(=O)C2=C[C@@H](c3csc4ccccc34)C[C@@H](OCc3ccc(CO)cc3)O2)CC1 | -9.0 | 1 | 9.0 | 9.8 | -0.1 | 0.7 | -4.1 | -0.3 | -0.1 | 104.1
O=C(O)c1ccccc1NN=C1CCCCC1 | -125.3 | 1.1 | 125.3 | 9.6 | 0.4 | 3.39* | -3.8 | 0.4 | -6.0 | 138.3*
COc1ccc(C(c2nnnn2CC2CCCO2)N2CCC(C(N)=O)CC2)cc1 (stereo unspecified) | 3.0 | 1 | -3.0 | 2.9 | 1.1 | 1.14 | -4.1 | 0.0 | -3.9 | 101.1
O=C(O)CC(C(=O)O)n1nc(-c2ccccc2)cc1-c1ccccc1 (stereo unspecified) | -15.5 | 1 | 15.5 | 5.0 | -0.1 | 1.72 | -5.6 | -0.1 | -1.7 | 114.5
O=C(COc1ccc(S(=O)(=O)NCc2ccccc2)cc1Cl)N1CCOCC1 | 26.3 | 1 | -26.3 | -7.2 | -0.7 | 0.9 | -2.3 | -0.2 | -0.9 | 86.2
NS(=O)(=O)c1ccc(CCNC(=O)C2CCN(S(=O)(=O)c3ccccc3)CC2)cc1 | 11.0 | 1 | -11.0 | 2.4 | 2.8 | 1.16 | -0.2 | -0.3 | -2.2 | 106.1
CS/C(=N\S(=O)(=O)c1ccc(Cl)cc1)c1ccccc1 | 8.3 | 1.1 | -8.3 | 2.9 | -0.4 | 1.09 | -3.2 | 0.0 | -7.7 | 105.6
COc1ccccc1NC(=S)N1CC(C)OC(C)C1 (stereo unspecified) | 2.0 | 1 | -2.0 | -0.3 | -0.4 | 1.03 | 3.8 | 0.2 | -3.9 | 104.6
O=C(c1ccc(C(F)(F)F)cc1)N1CCC(=O)N(C(COCc2ccc(C(F)(F)F)cc2)Cc2ccccc2)CC1 (stereo unspecified) | 5.8 | 1 | -5.8 | 5.0 | -0.3 | 0.9 | -4.9 | 0.2 | 2.3 | 93.2
NC(=O)c1ccc(N=C2C(=O)Nc3ccc([N+](=O)[O-])cc32)cc1 | -6.3 | 1 | 6.4 | 40.1 | -1.4 | 0.65 | -3.8 | -0.1 | -2.6 | 95.1
